# Bioassay records: PubChem BioAssay, The Scripps Research Institute Molecular Screening Center
# M1 PAM: positive allosteric modulators of human M1 muscarinic receptor | P11229 | CHO-K1 hM1, Fluo-8 calcium fluorescence, ACh EC20; 0% = ACh EC20, 100% = maximal ACh | activation, % at 3 µM | hit rate 0.088% among 360,000 | AID 588819; in the data active = activation above about 19%, passing the limit was not always enough
# Target sequence (P11229 whole entry, looked up): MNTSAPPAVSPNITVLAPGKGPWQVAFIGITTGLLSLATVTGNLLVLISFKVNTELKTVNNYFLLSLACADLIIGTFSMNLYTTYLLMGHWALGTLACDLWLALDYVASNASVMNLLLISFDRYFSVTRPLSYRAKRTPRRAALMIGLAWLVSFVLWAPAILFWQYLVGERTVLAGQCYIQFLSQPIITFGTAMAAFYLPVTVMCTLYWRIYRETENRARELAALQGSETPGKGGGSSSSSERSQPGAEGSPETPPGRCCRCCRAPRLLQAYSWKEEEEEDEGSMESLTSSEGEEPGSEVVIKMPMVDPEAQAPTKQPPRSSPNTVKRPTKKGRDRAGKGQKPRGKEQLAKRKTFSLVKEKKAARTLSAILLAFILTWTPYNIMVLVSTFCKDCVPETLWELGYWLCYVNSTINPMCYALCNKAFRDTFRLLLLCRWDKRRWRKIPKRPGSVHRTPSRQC
# CHO-K1 Ca antag: M1 antagonist counterscreen hit in parental CHO-K1 cells. ATP-induced calcium, Fluo-8 fluorescence. inhibition, % at 3 µM. hit rate 0.6% among 360,000. AID 602250;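 active = inhibition above a per-plate cutoff, the plate's mean sample inhibition plus 3 SD, cut at about 24% in these data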;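 also: 0% = DMSO plus EC80 ATP and 100% = DMSO alone without ATP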
# M4 antag: blocks acetylcholine activation of human M4 receptor; P08173; CHO-hM4 cells, ACh EC80, Fluo-8 calcium fluorescence; inhibition, % at 3 µM; hit rate 0.73% among 360,000;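 active = inhibition above its plate's cutoff, the mean inhibition of sample wells plus 3 SD, cut at about 27% in these data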;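 also: 0% = acetylcholine EC80 with DMSO and 100% = DMSO without agonist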
# M4 ag: agonists of human muscarinic M4 receptor (CHRM4); CHO-K1 hM4/Gqi5, Fluo-8 calcium fluorescence; vehicle 0%, full acetylcholine response 100%; activation, % at 3 µM; hit rate 0.14% among 360,000;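 active = activation above the run mean over all test wells plus 3 SD, cut at about 32% in these data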;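 also: peak over basal fluorescence ratio per well then scaled between controls; 0% = DMSO wells and 100% = acetylcholine at EC100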
# CHO parental Ca: counter-screen: ATP calcium response change in parental CHO cells; parental CHO-K1, ATP-induced calcium, Fluo-8 fluorescence; inhibition, % at 5.6 µM; hit rate 0.63% among 330,000; AID 463079;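 active = inhibition above that plate's mean sample inhibition plus 3 SD, cut at about 26% in these data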;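 also: 0% = ATP-challenged DMSO wells and 100% = DMSO wells without ATP; some compounds past the cut are filed as inactive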
#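 Test system: untransfected parental CHO cell line; also added: ATP stimulus; dosing: 5.6 µM, single dose; signal: calcium-sensitive Fluo-8 fluorescence; measure: percent inhibition of ATP-evoked calcium rise, normalized to controls; benchmarks: low control ATP plus DMSO, high control DMSO only; replication: one well per compound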
# OXTR potentiate: human OXTR potentiation; P30559; activation, % at 3 µM; CHO-OTR cells, Fluo-8 calcium fluorescence, potentiator mode; 0% = oxytocin EC15, 100% = EC100; hit rate 0.061% among 320,000;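 active = activation above that plate's cutoff, the mean activation of tested compounds plus 3 SD, cut at about 6.6% in these data, passing the limit was not always enough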;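 also: 100% uses oxytocin at 75 nM as the full agonist control; some results filed as inactive read as strong as hits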
# Target sequence (P30559 whole entry, looked up): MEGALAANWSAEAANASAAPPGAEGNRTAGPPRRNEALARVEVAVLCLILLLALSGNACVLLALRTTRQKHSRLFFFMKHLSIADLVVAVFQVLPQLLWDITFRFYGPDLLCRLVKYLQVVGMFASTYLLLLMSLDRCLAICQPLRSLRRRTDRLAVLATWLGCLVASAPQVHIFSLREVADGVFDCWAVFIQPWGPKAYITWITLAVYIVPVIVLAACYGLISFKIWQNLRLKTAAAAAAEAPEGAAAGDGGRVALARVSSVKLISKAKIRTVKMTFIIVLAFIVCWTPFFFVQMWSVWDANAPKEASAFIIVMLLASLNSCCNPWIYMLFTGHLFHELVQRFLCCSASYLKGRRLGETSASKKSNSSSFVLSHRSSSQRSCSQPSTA
#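 Assay system: CHO-OTR cells, human receptor / Also added: oxytocin at about EC15, sub-maximal agonist stimulus / Dosing: single dose, 3.0 µM nominal final compound concentration / Incubation: 6 min pre-incubation, 100 s read / Technique: Fluo-8 calcium dye fluorescence / Read-out: % activation vs EC15 and EC100 oxytocin / Benchmarks: EC15 oxytocin low, 75 nM oxytocin high / Replicates: singlicate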
# M1 ag parental: nonselective activator or artifact in parental CHO-K1 cells | Fluo-8 calcium fluorescence; scaled to maximal ATP response, vehicle zero | activation, % at 3 µM | hit rate 0.48% among 360,000; in the data active = activation above about 15%;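 also: untransfected CHO-K1 host cells lacking M1 receptor as counterscreen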
# M1 antag: antagonists of human M1 muscarinic receptor; hit rate 1.3% among 360,000; inhibition, % at 3 µM; CHO-K1 hM1, Fluo-8 calcium fluorescence, ACh EC80 antagonist; P11229; AID 588852;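 active = percent inhibition above its own plate's cutoff, namely the mean of that plate's compound wells plus 3 SD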;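 also: peak over basal fluorescence ratio during 140 s after agonist addition; 0% = ACh EC80 plus DMSO and 100% = DMSO alone without agonist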
# CHRM1 agonist: agonists of human M1 muscarinic receptor; P11229; CHO-K1 hM1, Fluo-8 calcium fluorescence, agonist mode; 0% DMSO, 100% acetylcholine EC100; activation, % at 3 µM; hit rate 0.33% among 360,000;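 active = activation above the run's mean compound activation plus 3 SD, cut at about 16% in these data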;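 also: peak over basal fluorescence ratio within a 140 s kinetic read after compound addition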
# * hit, by the source's call; nt = not tested or not shown. Rows are unselected. Share with any hit: about 2.9%.
SMILES,M1 PAM,CHO-K1 Ca antag,M4 antag,M4 ag,CHO parental Ca,OXTR potentiate,M1 ag parental,M1 antag,CHRM1 agonist
CC(=O)c1cccc(NC(=O)N2CCCC2C(=O)NCc2ccc3c(c2)OCO3)c1 (stereo unspecified),-1,-8,3,5,-9,1,2.5,4,-4
CCCCCOc1ccc(C(C)(O)C(CN2CCOCC2)c2ccccc2)cc1 (stereo unspecified),0,-17,-16,-1,-44,-13,-0.8,-1,-6
O=C(OC1CCOC1=O)c1ccc(N2CCCC2)c([N+](=O)[O-])c1 (stereo unspecified),2,3,-2,3,-13,-12,5.2,8,-4
COc1ccccc1C(=O)O/N=C(/C)c1ccc(N2C(=O)C3CCCCC3C2=O)cc1 (stereo unspecified),-7,0,-3,11,-19,-16,5.1,10,0
CCOC(=O)CC(NC(=O)Cn1nnc(-c2ccccc2)n1)c1ccc(OC)cc1 (stereo unspecified),-2,-4,-4,15,-12,-31,4.3,8,-3
O=C(NCc1cccnc1)C12CC3CC(CC(Cl)(C3)C1)C2,3,-12,-4,1,0,-11,1.0,-10,-5
Cc1onc(-c2c(F)cccc2Cl)c1C(=O)NCc1cccs1,7,-12,6,1,-7,-4,1.2,-5,-4
Cc1cc(N2CC(C(=O)NCc3cccnc3)CC2=O)ccc1C(C)C (stereo unspecified),2,-8,-7,1,-5,5,1.6,-7,-5
O=S(=O)(NC1CCCCC1NS(=O)(=O)c1ccc(F)cc1)c1ccc(F)cc1 (stereo unspecified),4,6,-13,2,-11,-4,0.3,6,-3
O=c1oc2ccccc2cc1-c1csc(Nc2nc3c(F)cccc3s2)n1,4,-7,-2,1,-9,-6,-0.1,-12,-3
CCOC(=O)Cc1csc(NC(=O)Cc2ccc([N+](=O)[O-])cc2)n1,7,2,5,4,-9,-5,2.4,-2,-5
Cc1ccccc1CSc1nnc(-c2ccncc2)n1C,3,-11,9,-1,1,-8,0.0,0,-6
Cc1nc(N)sc1-c1csc(Nc2cc(N(C)C)ccc2Cl)n1,5,-4,3,1,nt,nt,0.7,-13,-3
O=C1c2ccccc2NC(c2cn[nH]c2-c2ccc(Cl)cc2)N1O (stereo unspecified),15,-4,-4,1,-3,-11,-0.4,-11,-2
COCCN1C(=O)c2oc3cc(C)c(C)cc3c(=O)c2C1c1cccc(O)c1 (stereo unspecified),2,4,18,1,-14,0,0.4,11,-2
COc1ccc(OC)c(N(C(=O)c2snc(C(N)=O)c2N)C(C(=O)NCC2CCCO2)c2ccc3ncccc3c2)c1 (stereo unspecified),17,-9,-6,1,-10,-6,-0.2,-19,-1
CC(CC(=O)O)CC(=O)Nc1nncs1 (stereo unspecified),0,3,-4,0,3,7,-0.1,9,-2
CC(=O)c1ccc(N2C(=O)[C@@H]3C(C(=O)CCN4C(=O)c5ccccc5C4=O)=NN[C@@H]3C2=O)cc1,3,-5,11,1,-8,-4,0.2,-4,-8
Cc1ccc2c(c1)cc(CN(Cc1ccc3c(c1)OCO3)C(=O)c1cnccn1)c1nnnn12,6,0,1,8,-7,0,2.0,-10,-2
Cc1ccccc1-n1cc(C(=O)c2cc(Cl)ccc2O)cc(C#N)c1=O,6,7,-4,10,-6,-15,3.4,-4,-2
COc1cc2c(cc1OC)CC(=O)N(C)CC2,6,-8,-25,1,-2,5,0.5,-15,-8
O=C(Nc1ccccc1)C1CCOC1=O (stereo unspecified),1,-4,1,0,-6,-2,0.1,-2,-2
CCC(C)NC(=O)C1CCN(c2nc(C)cc(C)n2)CC1 (stereo unspecified),7,-1,1,0,5,1,-0.4,-10,-4
CCOC(=O)Cc1nnc(NC(=O)C(CC)Sc2nnc3c4ccccc4n(C)c3n2)s1 (stereo unspecified),0,-12,-5,4,-17,0,0.9,6,-9
COc1ccc2c(c1)Cc1sc(NC(=O)c3cccnc3)nc1-2,7,-4,0,4,-8,-16,2.3,0,-5
CCN(CC)c1ccc(/C=N/OCC(=O)Nc2cccc(C)c2)cc1,5,-7,-2,0,0,-5,0.9,-2,-7
COc1cccc(C(=O)Nn2cnnc2)c1,-7,2,8,2,-13,0,0.1,6,-6
COc1ccc(CCNC(=O)CO/N=C/c2cc3c(cc2Br)OCO3)cc1OC,4,-7,-7,18,-24,3,2.5,-1,-4
Cc1ccc(NC(=O)CN(C)CC(=O)Nc2cccc(F)c2)cc1[N+](=O)[O-],-14,26*,13,17,68*,-11,13,34,-1
O=C(O)c1ccc(C=NN=Cc2ccco2)cc1,7,-15,-14,1,nt,nt,-0.2,-12,0

# Next section; it opens with the two that closed the last part.
SMILES,M1 PAM,CHO-K1 Ca antag,M4 antag,M4 ag,CHO parental Ca,OXTR potentiate,M1 ag parental,M1 antag,CHRM1 agonist
Cc1ccc(NC(=O)CN(C)CC(=O)Nc2cccc(F)c2)cc1[N+](=O)[O-],-14,26*,13,17,68*,-11,13,34,-1
O=C(O)c1ccc(C=NN=Cc2ccco2)cc1,7,-15,-14,1,nt,nt,-0.2,-12,0
O=C(CSc1nnc(-c2ccco2)n1Cc1ccccc1)c1ccccc1,-2,-9,-11,6,-32,-1,2.8,1,0
CCOC(=O)c1c(NC(=O)C(C)Sc2cccc[n+]2[O-])sc2c1CCN(Cc1ccccc1)C2 (stereo unspecified),2,-10,-11,2,-20,-1,0.0,-7,-12
COc1ccc(/C=C(/NC(=O)c2ccccc2)C(=O)Nc2cccc(C(=O)O)c2)cc1,6,-4,5,0,-14,-2,1.2,-6,-1
Cc1ccc(S(=O)(=O)C2(C(=O)Nc3ccc(Br)cc3)CC2)cc1,-1,-9,-1,-1,-13,-10,0.2,-9,-9
CCC(=O)Nc1ccccc1C(=O)N1CCOCC1,2,-8,1,0,3,-8,0.1,-4,-2
COc1ccc(OC)c(C2=NOC(C(=O)NCc3ccco3)C2)c1 (stereo unspecified),5,-2,-1,1,4,-14,0.2,-4,0
CC1(C(=O)NNC(=O)C2CCCCC2)CC1(Cl)Cl (stereo unspecified),1,-3,-2,1,-6,-6,0.3,-6,-2
O=C(CSc1nnc(-c2ccccc2)o1)Nc1ccccc1F,-1,-4,-2,2,-4,0,0.5,-9,-3
COc1ccc(C(Nc2ccc(S(=O)(=O)NCC3CCCO3)cc2)C(=O)NC(C)(C)C)cc1OC (stereo unspecified),2,-6,-24,1,-19,-7,-0.2,-3,-5
Cc1ccc(-c2nnn3c2nc(NCCc2ccc(S(N)(=O)=O)cc2)c2ccccc23)cc1,0,1,5,1,-10,-1,0.2,3,-4
N#CCSc1ccccc1NC(=O)COC(=O)CCNC(=O)c1ccc([N+](=O)[O-])cc1,1,-6,-1,3,nt,nt,2.8,-5,-2
CCc1cccc(CC)c1-n1c(-c2cccnc2)n[nH]c1=S,5,-15,4,-1,-6,-3,0.1,-9,-5
Cc1ccc(-c2c(C)n([O-])c3c([n+]2=O)CCCC3)o1,0,-11,3,0,-6,-4,0.1,-12,-3
COc1ccc2[nH]c3c(=O)n(CCCN4CCOCC4)cnc3c2c1,17,2,2,2,-6,4,0.3,-5,0
CN(C)C(=S)NC(=O)C12CC3(C)CC(C)(CC(C)(C3)C1)C2,6,-9,4,0,-9,1,0.7,-8,-3
COc1cc(/C=C/C(=O)OCC(=O)Nc2c(C)n(C)n(-c3ccccc3)c2=O)cc(OC)c1OC,18,1,-10,0,-14,-3,0.1,-6,0
COc1ccc(C(CCO)NC(=O)c2cccs2)cc1OC (stereo unspecified),9,-3,2,1,-7,-16,0.5,-6,-2
O=C(COc1ccc(F)cc1)NCCN1CCCC1,8,-14,-11,2,-7,-7,0.8,-17,-6
CC(=O)N1CCN(S(=O)(=O)c2cccc(C(=O)Nc3ccc(F)c(F)c3)c2)CC1,-4,-4,0,2,-13,-5,2.0,8,-4
CN(CCc1ccccn1)C1CCCN(S(=O)(=O)c2ccccc2Cl)C1 (stereo unspecified),-1,-18,3,2,-14,-18,1.2,0,-5
CCCCc1ccc(NC(=O)CSc2nc(=O)n(CCN3CCOCC3)c3c2CCC3)cc1,6,-2,14,-1,-13,-1,-0.2,-11,-6
Cc1ccc(S(=O)(=O)N2CCOCC2)cc1NC(=O)COC(=O)Cc1ccccc1,-6,-7,-2,3,-10,-2,1.5,14,2
O=C(c1ccc2ncsc2c1)N1CCN(c2ccccc2Cl)CC1,2,-7,-2,8,-16,-8,3.8,2,-2
CO/N=C/c1cccn1-c1nccc(OC)c1C#N,0,-3,-2,1,-17,-9,-0.5,0,-5
O=C(NNC(=O)c1cc(-c2cccc(Br)c2)nc2ccccc12)c1csc(N2CCOCC2)n1,-6,-3,5,13,-25,-5,1.6,10,1
CCN(CC)S(=O)(=O)c1ccc(S(=O)(=O)N2CCC(N3CCCCC3)CC2)cc1,8,-11,-13,0,-7,5,0.2,-6,-12
CCCc1nnc(NC(=O)CCC(=O)NCCc2ccc(Cl)cc2)s1,12,-17,3,0,1,-8,0.3,-11,0
O=C(Nc1cccc2ncccc12)c1ccc2c(c1)OCCO2,0,-6,1,2,-7,-13,1.0,1,-3
Cn1c(=O)[nH]c(=O)c2c1nc(NCCCn1ccnc1)n2CCOc1ccccc1,11,-10,5,0,-8,-22,0.0,-15,-5
CN(C)c1ccc(CNn2cnnc2SCc2ccc(F)cc2)cc1,-17,-38,7,6,-8,-5,5.9,8,-11

# 3 entries already listed, ordered by the number in M4 ag, rising:
molecule	M1 PAM	M4 antag	M4 ag	OXTR potentiate	M1 antag	CHRM1 agonist
CCCc1nnc(NC(=O)CCC(=O)NCCc2ccc(Cl)cc2)s1	12	3	0	-8	-11	0
CC(=O)N1CCN(S(=O)(=O)c2cccc(C(=O)Nc3ccc(F)c(F)c3)c2)CC1	-4	0	2	-5	8	-4
Cc1ccc(S(=O)(=O)N2CCOCC2)cc1NC(=O)COC(=O)Cc1ccccc1	-6	-2	3	-2	14	2

# The results go on:
SMILES,M1 PAM,CHO-K1 Ca antag,M4 antag,M4 ag,CHO parental Ca,OXTR potentiate,M1 ag parental,M1 antag,CHRM1 agonist
S=C(Nc1ccccc1Cl)N1CCCC1,1,-8,0,1,-12,0,0.4,-5,-4
O=C(OCC(=O)N1CCCC1)c1ccc(O)cc1,14,-19,3,1,-8,2,0.7,-20,-1
CC(C)CN(C(=O)CCc1ccccc1Cl)c1c(N)n(Cc2ccccc2)c(=O)[nH]c1=O,6,-4,-2,0,-26,-5,0.7,-14,-2
CCOC(=O)c1cc(-c2ccccc2)sc1NC(=O)C(C)Sc1nnc(N)s1 (stereo unspecified),9,-7,7,1,-7,-7,0.4,-2,-5
CCOC(=O)c1ccc(-c2ccc3c(=O)c4ccccc4n(C)c3c2)cc1F,5,-2,-11,5,-3,-10,0.5,-1,-2
O=C(Nc1ccc(Cl)cc1)OCc1ccccn1,-3,13,6,13,40*,-22,6.6,4,1
CNC(=O)Cn1nc(C)c(S(=O)(=O)N2CCOCC2)c1C,7,6,-4,1,0,-6,8.2,-5,-1
CC1=CC(C)(C)NC(=S)N1c1ccc(Cl)cc1,6,-16,-10,1,nt,nt,-0.1,-11,-5
CCC(=O)c1ccccc1OCCCN1CCC(Cc2ccccc2)CC1,-27,5,42*,24,-10,-24,9.2,92*,-3
CC(C)NC(=O)CSCc1c(Cl)cccc1Cl,5,-7,-7,0,-9,-3,0.2,-18,-6
